Bim-Bcl-B = human Bim-Bcl-B interaction inhibition | inhibition, % at 10 µM | 0.073% of 190,000 active | Q9HD36 | bead-based flow cytometry, Bim peptide-Bcl-B binding;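 further: 0% = tracer peptide without compound and 100% = reference inhibitor peptide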
Target sequence (Q9HD36 whole entry, looked up): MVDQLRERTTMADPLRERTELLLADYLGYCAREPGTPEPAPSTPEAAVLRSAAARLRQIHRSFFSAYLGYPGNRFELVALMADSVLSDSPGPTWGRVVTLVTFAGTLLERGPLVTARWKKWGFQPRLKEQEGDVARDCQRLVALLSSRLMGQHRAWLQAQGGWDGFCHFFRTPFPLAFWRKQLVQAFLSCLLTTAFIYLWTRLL
HRas wt GTP = human HRas wildtype GTP binding, change in either direction; GTP binding activity, % at 10 µM; GST-Ras wt beads, Bodipy-FL-GTP binding, flow cytometry; actives lie on both sides; 0.14% of 190,000 active; P01112; AID 759;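 active means GTP binding activity at least 20% away from the 100% baseline, either lowered as inhibitor or raised as activator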;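 further: 0% = unlabeled GTP competition control and 100% = no-compound control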
Target sequence (P01112 whole entry, looked up): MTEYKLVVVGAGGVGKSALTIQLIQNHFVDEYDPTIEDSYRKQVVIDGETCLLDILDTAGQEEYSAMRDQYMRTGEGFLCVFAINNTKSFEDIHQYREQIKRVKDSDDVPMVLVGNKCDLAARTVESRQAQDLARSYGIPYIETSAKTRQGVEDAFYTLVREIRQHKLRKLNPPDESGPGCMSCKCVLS
Bcl-2 Bim block = human Bim-Bcl-2 interaction inhibition | AID 950 | inhibition, % at 10 µM | Bead-based flow cytometry, Bim peptide-Bcl-2 binding | 0.06% of 190,000 active | P10415; in the data active means inhibition above about 40%;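 further: 0% = no compound wells with probe peptide and 100% = reference peptide inhibitor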
Target sequence (P10415 whole entry, looked up): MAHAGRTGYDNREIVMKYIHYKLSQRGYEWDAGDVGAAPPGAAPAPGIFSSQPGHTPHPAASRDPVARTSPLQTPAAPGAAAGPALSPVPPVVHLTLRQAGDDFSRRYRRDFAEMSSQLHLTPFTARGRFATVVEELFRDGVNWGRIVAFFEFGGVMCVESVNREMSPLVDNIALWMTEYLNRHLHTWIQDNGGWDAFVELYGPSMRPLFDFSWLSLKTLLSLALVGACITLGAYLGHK
Bim-Bcl-XL = disrupts Bim peptide binding to human Bcl-XL | Q07817 | 0.04% of 190,000 active | bead flow cytometry, fluorescence | inhibition, % at 10 µM
Target sequence (Q07817 whole entry, looked up): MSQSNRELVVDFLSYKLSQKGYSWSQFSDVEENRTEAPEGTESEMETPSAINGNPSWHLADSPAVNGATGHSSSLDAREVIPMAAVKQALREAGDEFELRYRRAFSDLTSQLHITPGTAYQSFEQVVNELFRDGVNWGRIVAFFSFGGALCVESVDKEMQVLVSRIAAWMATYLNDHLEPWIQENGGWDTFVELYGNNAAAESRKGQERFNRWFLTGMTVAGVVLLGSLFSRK
Rab7 wt modul = alters GTP binding to wildtype dog Rab7 | 0.055% of 190,000 active | AID 758 | GTP binding activity (percent of control), % at 10 µM | GST-Rab7 beads, fluorescent GTP binding, flow cytometry; actives lie on both sides; untreated = 100%, excess cold GTP = 0%;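 active means fluorescent GTP binding to Rab7 beads changed by at least 20 points from the 100% baseline, either direction, mostly lower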;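 further: median green fluorescence of bound Bodipy-FL-GTP per Rab7 bead population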
Bim-Bfl-1 = inhibitors of Bim-Bfl-1 interaction, human | inhibition, % at 10 µM | 0.12% of 190,000 active | AID 1008 | Bead-based flow cytometry, Bim-Bfl-1 binding inhibition | Q16548;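 further: 0% = wells without compound plus tracer and 100% = blocker peptide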
Rac1 wt GTP bind = modulators of human Rac1 wildtype GTP binding; AID 757; 0.27% of 190,000 active; GST-Rac1 beads, fluorescent GTP binding, flow cytometry; actives lie on both sides; 0 = cold GTP competed, 100 = untreated; GTP binding activity (% of control), % at 10 µM;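 active means GTP binding activity at least 20 points away from the 100% control level, either lower or higher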
Rab2A wt mod = changes GTP binding to wildtype dog Rab2A, up or down | 0.19% of 190,000 active | P61105 | GST-Rab2 wt beads, Bodipy-GTP binding, flow cytometry | GTP binding activity, % at 10 µM | AID 760;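 active means GTP binding activity at least 20 points away from 100%, either lowered or raised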;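 further: 0% = beads with excess unlabeled GTP and 100% = no-compound control corrected for plate trend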
Rac1 mut GTP = modulators of GTP binding to human Rac1 activated mutant; P63000; GST-Rac1 activated beads, fluorescent GTP binding, flow cytometry; actives lie on both sides; 100% means binding = to untreated wells; percent activity (GTP binding), % at 10 µM; 0.11% of 190,000 active; AID 764;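 active means GTP binding at least 20 percentage points away from the 100% baseline, in either direction, so actives lie on both sides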
Cdc42 wt GTP = changes GTP binding to wildtype human Cdc42 | GST-Cdc42 beads, Bodipy-GTP binding, flow cytometry; actives lie on both sides | percent activity (GTP binding), % at 10 µM | 0.2% of 190,000 active | AID 761;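 active means percent activity GTP binding at least 20 points away from the 100% baseline, either down as inhibitor or up as activator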;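 further: median bead fluorescence of bound Bodipy-FL-GTP at 100 nM; 0% = excess unlabeled GTP control and 100% = no compound control; below 100% means less GTP binding so inhibitor and above means activator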
Bcl-W Bim block = disrupts Bim peptide binding to human Bcl-W | AID 952 | Q92843 | bead-based flow cytometry | inhibition, % at 10 µM | 0.02% of 190,000 active;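 further: 0% = bound tracer without compound and 100% = peptide blocker; higher means less fluorescent Bim peptide bound to Bcl-W beads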
Target sequence (Q92843 whole entry, looked up): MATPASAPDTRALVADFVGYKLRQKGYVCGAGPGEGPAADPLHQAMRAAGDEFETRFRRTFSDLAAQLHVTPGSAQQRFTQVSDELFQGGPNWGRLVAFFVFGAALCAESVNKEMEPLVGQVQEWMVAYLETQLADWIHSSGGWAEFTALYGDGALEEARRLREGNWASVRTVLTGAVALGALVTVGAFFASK
The depositor's hits bear a star; nt = not tested or not shown. Unless noted, no stated cut-off is given here; in the data, active means inhibition above about 40%. The order is random. About 0.62% of those tested had a hit in this group.

entry	Bim-Bcl-B	HRas wt GTP	Bcl-2 Bim block	Bim-Bcl-XL	Rab7 wt modul	Bim-Bfl-1	Rac1 wt GTP bind	Rab2A wt mod	Rac1 mut GTP	Cdc42 wt GTP	Bcl-W Bim block	molecule
1	-2	102	1	-5	100	0	105	100	100	105	0	CC(C)CNC(=O)c1oc2ccccc2c1COc1ccccc1
2	-6	102	-2	-4	100	-1	106	102	102	106	-4	Cc1ccc(NC(=S)NC2CCN(Cc3ccccc3)CC2)cc1
3	-8	99	0	-3	101	-3	103	98	99	100	-2	Cc1cc(C)c(S(=O)(=O)N2CCCOC2CNC(=O)C(=O)NCc2cccs2)c(C)c1 (stereo not given)
4	-18	99	-9	-7	95	-8	101	95	96	100	0	CC(=O)CC1OC(=O)C(Br)=C1NCc1ccccc1 (stereo not given)
5	-5	99	-4	-4	99	-1	98	100	96	99	-1	COc1ccccc1-c1nnc(SCC(=O)OC(C)C)o1
6	-4	102	-8	-1	100	-11	109	103	100	104	3	CCOC(=O)c1[nH]c(C)c(C(=O)OCC(=O)N(CC)C2CCS(=O)(=O)C2)c1C (stereo not given)
7	-1	90	0	-2	91	-10	93	92	93	92	-3	COc1ccccc1-c1ccc(SCC(=O)N2CCOCC2)nn1
8	0	104	-2	-5	105	-4	108	101	100	102	-4	CC(C)OC(=O)c1cccc(NC(=O)c2ccccc2)c1
9	3	101	-2	2	98	0	98	103	99	101	2	CCN(CCCNC(=O)C1CCCN(S(=O)(=O)CC)C1)c1cccc(C)c1 (stereo not given)
10	1	102	1	0	103	3	101	105	103	101	-2	O=C(N/N=C/c1ccc(F)cc1)c1cc(-c2ccco2)nc2ccccc12
11	-8	99	-10	-17	94	-12	98	100	95	103	1	CN(C)c1cccc2c(S(=O)(=O)Nc3ccccn3)cccc12
12	-5	96	-4	-9	92	-2	98	94	99	99	-4	Cc1ccc(S(=O)(=O)N2CCCCC2C(=O)NCc2ccco2)cc1 (stereo not given)
13	-11	100	-11	-11	98	-20	99	101	101	101	-4	COc1cccc(-n2nnc3c(=O)n(CC(=O)N4CCC(Cc5ccccc5)CC4)cnc32)c1
14	2	97	5	0	98	4	100	98	94	102	-1	CCOC1OC(=O)C(Cl)=C1Nc1cc(C)ccc1C (stereo not given)
15	0	101	-5	-5	97	-1	105	101	101	109	-1	COC(=O)c1ccccc1NC(=O)C(=O)NCC1CCCO1 (stereo not given)
16	0	97	1	2	98	-3	101	92	94	99	1	COc1ccc(Br)cc1CN(C)CC(=O)Nc1cccc(S(N)(=O)=O)c1
17	0	99	0	-1	96	-1	97	98	100	98	0	O=C(O)C1Cc2c([nH]c3ccccc23)C(c2ccc3c(c2)OCO3)N1 (stereo not given)
18	-3	104	1	2	104	4	102	103	100	105	1	CCOC(=O)CN1C(=O)C(Sc2n[nH]c(-c3ccc(O)cc3)n2)CCc2ccccc21 (stereo not given)
19	-9	102	-8	-7	103	-5	105	101	99	104	-3	O=C(CC1C(=O)NCCN1C(=S)Nc1ccccc1)Nc1ccc(F)cc1 (stereo not given)
20	-2	102	-2	-8	101	-4	106	102	98	104	-6	CCCn1c(SCC(=O)N2CCCC2)nc2c1c(=O)n(C)c(=O)n2C
21	-8	94	-7	-7	101	-3	94	97	91	91	-1	COc1ccccc1/C=N/NC(=O)c1cccc(NC(=O)c2ccccc2Cl)c1
22	-8	95	-8	-14	93	-12	95	97	95	97	-3	CN(C)c1ccnc(Oc2ccccc2)c1C#N
23	-4	103	-18	-3	101	3	106	101	100	102	-3	O=C(CN1CCCc2ccccc21)NCc1ccc2c(c1)OCO2
24	4	102	0	0	100	1	106	101	99	101	3	Cn1cc(S(=O)(=O)CC(=O)Nc2ccc3c(c2)OCO3)c2ccccc21
25	-8	100	-8	-1	99	-10	101	100	98	99	1	Cc1ccc(CNc2nc3ccccc3s2)s1

Entries of single compounds, looked up by structure. Order of values: Bim-Bcl-B, HRas wt GTP, Bcl-2 Bim block, Bim-Bcl-XL, Rab7 wt modul, Bim-Bfl-1, Rac1 wt GTP bind, Rab2A wt mod, Rac1 mut GTP, Cdc42 wt GTP, Bcl-W Bim block
`COC(=O)c1ccccc1NC(=O)C(=O)NCC1CCCO1` (stereo not given) as listed: 0, 101, -5, -5, 97, -1, 105, 101, 101, 109, -1
`Cn1cc(S(=O)(=O)CC(=O)Nc2ccc3c(c2)OCO3)c2ccccc21` as listed: 4, 102, 0, 0, 100, 1, 106, 101, 99, 101, 3
`Cc1ccc(NC(=S)NC2CCN(Cc3ccccc3)CC2)cc1` as listed: -6, 102, -2, -4, 100, -1, 106, 102, 102, 106, -4
`CCOC(=O)c1[nH]c(C)c(C(=O)OCC(=O)N(CC)C2CCS(=O)(=O)C2)c1C` (stereo not given) as listed: -4, 102, -8, -1, 100, -11, 109, 103, 100, 104, 3
`O=C(O)C1Cc2c([nH]c3ccccc23)C(c2ccc3c(c2)OCO3)N1` (stereo not given) as listed: 0, 99, 0, -1, 96, -1, 97, 98, 100, 98, 0

Going on with the list:
entry	Bim-Bcl-B	HRas wt GTP	Bcl-2 Bim block	Bim-Bcl-XL	Rab7 wt modul	Bim-Bfl-1	Rac1 wt GTP bind	Rab2A wt mod	Rac1 mut GTP	Cdc42 wt GTP	Bcl-W Bim block	molecule
26	-5	98	-1	-6	99	-2	100	93	98	101	-3	O=C(O)CSC1=NC(=Nc2cccc(Cl)c2)C2(CCCCC2)N1c1ccccc1
27	16	97	10	21	100	18	102	99	99	99	13	N#Cc1cnc2ncnn2c1-c1ccccc1
28	-6	99	-10	-3	96	-9	103	97	96	100	0	CCCCOC(=O)C1=C(C)Nc2nnnn2C1c1ccccc1Cl (stereo not given)
29	-1	98	7	-5	96	0	99	99	94	101	-2	COc1ccc(OC)c(CN(CCCN2CCOCC2)C(=O)Nc2ccccc2)c1
30	-6	102	-11	-4	100	-10	106	99	100	104	-2	c1cncc(-c2noc(-c3ccco3)n2)c1
31	-7	97	-4	-4	104	-5	100	98	95	98	-4	CCCCC(CC)C(=O)Nc1ncc([N+](=O)[O-])s1 (stereo not given)
32	-1	98	0	-5	97	3	97	97	96	96	-1	Fc1ccc(F)c(C2=NNC(=NCC3CCCO3)SC2)c1 (stereo not given)
33	0	97	-10	-3	99	-15	100	98	97	96	1	COC(=O)Oc1ccc(/C=N/NC(=O)CSCc2ccc(Cl)cc2)cc1OC
34	9	96	8	7	101	5	100	98	99	99	4	O=C1N/C(=C\c2ccccc2)C(O)=C1C=NCc1ccccc1
35	-4	105	-4	-2	101	-3	101	103	98	105	-2	c1nc2sc3c(c2c2nnnn12)CCCC3
36	1	96	-3	0	100	-1	99	98	97	100	-3	Cc1ccc(C2C(=O)N(C3CCCC3)CC(=O)N2C2CCCCC2)cc1 (stereo not given)
37	-6	100	-7	-2	99	-15	105	102	100	102	0	CCOC(=O)Cn1nc(-c2ccc(C)cc2)ccc1=O
38	2	105	0	-2	102	2	104	105	102	105	0	Cc1ccc(S(=O)(=O)N2CCCCC2)cc1C(=O)Nc1ccc(N2CCOCC2)cc1
39	nt	99	87*	23	97	nt	97	98	96	98	21	CCn1c(C)c(/C=N/Nc2nc3ccccc3s2)c2ccccc21
40	-5	100	-11	-5	101	-11	96	103	98	98	-2	O=C(c1ccc(S(=O)(=O)N2CCOCC2)cc1)N1CCN(c2ccccc2)CC1
41	0	99	0	1	107	-5	102	102	95	101	0	Cc1ccc(NC(=O)CN(C)CC(=O)Nc2ccc(F)c(F)c2F)c(Cl)c1
42	0	104	-1	0	108	-1	102	104	99	106	-1	C=CCn1c(=O)c(C(=O)Nc2ccccc2O)c(O)c2ccccc21
43	-4	102	0	0	96	-1	103	98	98	102	-1	O=C(COc1ccccc1[N+](=O)[O-])OCC(=O)N1CCC(Cc2ccccc2)CC1
44	2	93	nt	nt	88	9	93	96	92	95	43*	CC[n+]1c(/C=C/C=C/N(C(C)=O)c2ccccc2)sc2ccccc21
45	-5	100	-9	-3	97	-18	102	100	97	101	2	Cc1ccc(NC(=O)CSC2=C(C#N)C(c3ccc4c(c3)OCO4)CC(=O)N2)cc1C (stereo not given)
46	-2	94	0	0	93	-1	96	93	95	96	-1	CCC(=O)N(CCC(Cc1ccccc1)c1ccco1)Cc1ccco1 (stereo not given)
47	0	101	1	0	99	1	103	99	99	102	1	Cc1cccc(N/N=C(\C(N)=O)C2=NC(C)(C)Cc3ccccc32)c1
48	-11	98	-6	-5	99	-15	104	98	101	99	-1	CCCn1c(N2CCN(S(=O)(=O)Cc3ccccc3)CC2)nc2ccccc21
49	-9	99	-9	-6	95	-25	108	100	98	102	-9	NC(=O)c1cc(N2C(=O)C3CC=CCC3C2=O)ccc1N1CCCCC1 (stereo not given)
50	-2	104	-2	-4	103	-12	107	102	99	101	2	Cc1cc(C(=O)Nc2ccc(C(=O)O)cc2)c(-c2ccccc2)o1
51	-3	100	0	-4	101	2	98	99	98	95	-2	Cc1ccc(NC(=O)CCCCCCCCCCC2COCCO2)c(C)c1 (stereo not given)
52	-7	103	-3	2	103	-9	107	103	100	103	-3	COCCn1c(C2CCCCC2)nc2sc3ccccc3c(=O)c2c1=O
53	0	98	0	0	100	-5	104	96	98	99	0	CC(C)(C)NC(=O)CN(C(=O)CS(=O)CC(=O)Nc1ccc(F)cc1)c1ccccc1F (stereo not given)
54	-11	103	-6	-10	104	-9	106	102	101	102	-6	Cc1ccc(S(=O)(=O)N2CCN(c3ccc(C(F)(F)F)cc3[N+](=O)[O-])CC2)cc1
55	4	100	5	0	102	10	101	100	100	100	0	CC(C)[C@H](NS(=O)(=O)c1ccc2c(c1)OCCO2)C(=O)OCC(=O)Nc1ccccc1
56	0	103	1	-1	103	2	102	102	101	104	0	CCN(CC)c1ccc(C(=O)Nc2cccc(F)c2)cc1
57	0	99	0	0	96	-3	103	98	96	100	-1	CN(C)CCOc1cc(Cl)cc(Cl)c1
58	-2	97	-4	-3	97	-8	100	97	96	98	1	CCn1c(SCC(=O)Nc2ccc3c(c2)OCCO3)nc2c(c1=O)SC(C)C2 (stereo not given)
59	-9	101	-10	-7	104	-17	106	99	100	101	-5	Cc1ccc(Cn2c(SCC(=O)NCC3CCCO3)nc3c(sc4ccccc43)c2=O)cc1 (stereo not given)
60	1	99	-1	0	96	1	101	99	99	99	-1	O=C(NCc1cccnc1)C(=O)NCC1OCCN1S(=O)(=O)c1ccc(Cl)cc1 (stereo not given)
61	-1	103	-1	-1	101	0	105	104	104	105	0	Cc1ccccc1Cn1nc(C)c(NC(=O)c2noc3c2CCCC3)c1C
62	-4	102	-2	-4	96	-3	102	102	100	104	-3	O=C(CCCn1c(=S)[nH]c2ccccc2c1=O)NC1CCCC1
63	-8	98	-10	-3	99	-8	101	96	96	96	0	Cc1ccccc1Cn1nc(C)c(NC(=O)c2cc3nc(-c4ccco4)cc(C(F)(F)F)n3n2)c1C
64	-3	102	-3	-1	103	0	102	100	98	98	-5	CC(C)c1ccc(-c2cc(C(=O)N3N=C(C(F)F)CC3(O)C(F)F)c3ccccc3n2)cc1 (stereo not given)
65	-6	97	-2	0	95	-2	98	98	96	94	2	CCOC(=O)C1CCCN(Cc2cc(=O)oc3cc(C)c(C(C)C)cc23)C1 (stereo not given)
66	-1	99	-1	0	103	1	98	100	95	97	-1	COc1cccc(N2C(=O)C(CC(=O)Nc3ccccc3)N(C3CCCCC3)C2=O)c1 (stereo not given)
67	-9	99	-7	-10	104	-11	105	96	98	101	-5	Cc1ccc(-c2nnc(SCC(=O)NNC(=O)COc3cccc4ccccc34)n2C)cc1
